# APJ ag: agonists of human apelin receptor APJ, primary screen, CHO-K1 cells, PathHunter beta-arrestin, luminescence. P35414. 0% DMSO wells, 100% apelin. activation, % at 20 µM. 330,000 tested, 0.11% active;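 active = activation more than six SD over the plate average, tested at 20 µM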;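 also: 0% = DMSO alone and 100% = apelin-13 at 10 nM; some results filed as inactive read as strong as hits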
#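 system = engineered CHO-K1 APJ arrestin reporter cells | input = 1000 cells per well | timing = overnight seeding, 90 min compound at 25 °C, 1 h detection | measured by = enzyme-fragment complementation luminescence | read-out = beta-arrestin recruitment to APJ as agonist activity, luminescent signal | control set = negative DMSO alone, positive Apelin-13 at 10 nM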
# UPR CHOP act: activators of apoptotic CHOP UPR arm, primary screen, cell-based, CHO-CHOP luciferase reporter, luminescence, uHTS | 330,000 tested, 0.34% active | activation, % at 10 µM | UPR activation; percent of tunicamycin response over DMSO baseline | AID 449763, 2010;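 active = at 10 µM dose, activation of 40% or more, normalized to positive control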;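 also: 100% = tunicamycin at 10 µg/mL and 0% = DMSO alone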
#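 Dosing – one dose, 10 µM in 0.5% DMSO · System – CHO-CHOP cells, stable luciferase reporter of PERK-eIF2a-CHOP signalling · Input – 500 cells/well · Control set – tunicamycin 10 µg/mL final as positive, DMSO-only wells as negative · Timing – 6 h compound treatment, 37 °C · Measure – % activation vs tunicamycin · Technique – luminescence read with Steady-Glo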
# CCR6 antag: CCR6 receptor antagonists, primary screen, cell-based, CHO-K1, luminescence, beta-arrestin, uHTS; CHO-K1 CCR6 PathHunter beta-arrestin, CCL20-stimulated; inhibition, % at 20 µM; 340,000 tested, 0.49% active; C-C chemokine receptor type 6 (Homo sapiens), P51684;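 active = compounds whose inhibition of the agonist-driven luminescence signal at 20 µM reaches about 50%, limit read from the data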;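 also: cells stimulated with CCL20 at 14 nM final; plate controls were DMSO with CCL20 for no effect and DMSO without agonist for full effect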
# Target sequence (P51684 whole entry, looked up): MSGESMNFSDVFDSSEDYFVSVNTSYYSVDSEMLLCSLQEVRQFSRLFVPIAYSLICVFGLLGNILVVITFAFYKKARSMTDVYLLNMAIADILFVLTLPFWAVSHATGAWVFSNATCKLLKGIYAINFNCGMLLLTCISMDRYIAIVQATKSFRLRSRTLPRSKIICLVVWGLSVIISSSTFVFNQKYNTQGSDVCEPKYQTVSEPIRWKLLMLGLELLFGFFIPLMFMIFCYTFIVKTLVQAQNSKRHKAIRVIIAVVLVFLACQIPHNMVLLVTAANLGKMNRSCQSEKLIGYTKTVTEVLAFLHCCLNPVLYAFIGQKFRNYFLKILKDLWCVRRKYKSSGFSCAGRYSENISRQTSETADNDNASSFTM
# CXCR6 block: CXCR6 receptor inhibitors, primary screen, cell-based, beta-arrestin, luminescence, CHO-K1 PathHunter, 1536-well; C-X-C chemokine receptor type 6 (Homo sapiens), O00574; inhibition, % at 20 µM; 360,000 tested, 0.36% active; in the data active = inhibition above about 34%, passing the limit was not always enough;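 also: antagonist mode with CXCL16 agonist at 10 nM final; 0% = 10 nM CXCL16 with DMSO and 100% = unstimulated wells without agonist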
# Target sequence (O00574 whole entry, looked up): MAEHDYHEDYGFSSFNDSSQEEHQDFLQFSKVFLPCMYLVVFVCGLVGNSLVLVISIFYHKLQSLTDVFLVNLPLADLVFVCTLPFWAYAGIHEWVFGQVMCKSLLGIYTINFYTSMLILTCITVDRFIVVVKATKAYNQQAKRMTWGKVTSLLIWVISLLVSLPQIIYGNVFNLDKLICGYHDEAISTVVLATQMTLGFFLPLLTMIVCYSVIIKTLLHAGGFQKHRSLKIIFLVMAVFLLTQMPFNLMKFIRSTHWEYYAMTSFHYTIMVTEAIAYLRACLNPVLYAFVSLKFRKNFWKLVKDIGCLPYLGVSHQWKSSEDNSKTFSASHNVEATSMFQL
# APJ antag: antagonists of human apelin receptor APJ, primary screen, CHO-K1 cells, beta-arrestin complementation, luminescence; P35414; inhibition, % at 20 µM; 330,000 tested, 0.32% active; AID 2521, 2010;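 active = inhibition above about 40% at 20 µM, limit read from the data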;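 also: cells challenged with 10 nM apelin-13 agonist together with compound; plate controls were apelin-13 plus DMSO wells for no effect and DMSO wells lacking apelin-13 for full effect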
# tim23-1 inh: growth inhibitors of tim23-1 mutant yeast, primary screen, luminescence, uHTS | AID 463212, 2010 | S. cerevisiae tim23-1 growth, BacTiter-Glo luminescence, 24 h | 330,000 tested, 1.3% active | inhibition, % at 20 µM;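 active = growth inhibition of the mutant yeast at or above 50%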;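 also: temperature-sensitive mutant grown at 25 °C; plate controls were DMSO-treated mutant yeast for no effect and medium wells lacking yeast for full effect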
# XBP1 UPR activ: activators of adaptive XBP1 UPR arm, primary screen, cell-based, CHO-XBP1 luciferase reporter, luminescence, uHTS; IRE1-XBP1 UPR activation; percent of tunicamycin response, DMSO as zero; activation, % at 20 µM; 330,000 tested, 0.33% active; AID 463104, 2010;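 active = versus positive control, 20 µM dose yields 30% or more activation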;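 also: 100% = tunicamycin at 10 µg/mL and 0% = DMSO only wells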
#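 Material: CHO-XBP1 cells stably carrying IRE1-XBP1-driven luciferase reporter / Amount: 1000 cells per well / Compound: 20 µM, 1% DMSO / Times: 6 h treatment, 37 °C / Detection: luciferase luminescence / Measure: % activation of reporter signal versus tunicamycin and DMSO controls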
# EBI2 block: EBI2 receptor antagonists, beta-arrestin recruitment, primary screen, cell-based, luminescence, 7a,25-OHC stimulation, uHTS | G-protein coupled receptor 183 (Homo sapiens), P32249 | 7a,25-OHC stimulated | inhibition, % at 5 µM | 360,000 tested, 0.81% active | AID 651636, 2012; in the data active = inhibition above about 38%;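 also: enzyme fragment complementation signal reports receptor beta-arrestin coupling in cells; 0% = agonist plus DMSO wells and 100% = wells without agonist; some results beyond the cut were filed as inactive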
# Target sequence (P32249 whole entry, looked up, the tested form may be a part): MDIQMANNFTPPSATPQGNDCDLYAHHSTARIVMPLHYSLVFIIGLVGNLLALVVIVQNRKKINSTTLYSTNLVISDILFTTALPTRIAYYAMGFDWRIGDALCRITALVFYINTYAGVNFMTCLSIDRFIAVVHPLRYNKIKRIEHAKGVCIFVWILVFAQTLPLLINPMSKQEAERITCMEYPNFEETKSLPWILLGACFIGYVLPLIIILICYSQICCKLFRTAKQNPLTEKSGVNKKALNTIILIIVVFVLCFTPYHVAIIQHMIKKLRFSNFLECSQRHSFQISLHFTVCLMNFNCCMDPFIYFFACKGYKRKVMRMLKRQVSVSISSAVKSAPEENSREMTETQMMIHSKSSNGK
# Mdm2-MdmX inh: inhibitors of human Mdm2-MdmX association, primary screen, cell-based, luminescence, split luciferase, SaOS-2, uHTS. Protein Mdm4 (Homo sapiens) + E3 ubiquitin-protein ligase Mdm2 (Homo sapiens), …. SaOS-2 split-luciferase Mdm2/MdmX complementation. inhibition, % at 8 µM. 330,000 tested, 3% active. AID 485346, 2010;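 active = inhibition of at least 50% at 8 µM in the primary screen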
# Starred values were filed as active, the others as inactive. An excerpt (hit frequency here may not be typical).
cpd | SMILES | APJ ag | UPR CHOP act | CCR6 antag | CXCR6 block | APJ antag
1 | Cc1nn(CC(O)c2ccccc2)c(C)c1Br (stereo unspecified) | -1 | 1.7 | 10 | -1 | -8
2 | O=C1OCCC1Sc1nc2cc(Cl)ccc2n1Cc1ccccc1 (stereo unspecified) | -1 | 2.0 | 9 | 10 | 12
3 | CCc1cccc2c(C(=O)CN3C(=O)N(C)C4(CCCCC4)C3=O)c[nH]c12 | -2 | 0.9 | 12 | -3 | -4
4 | COc1cc2c(cc1NC(=O)C(C)Sc1ccc(NC(C)=O)cc1)oc1ccccc12 (stereo unspecified) | 4 | 9.3 | 0 | -23 | 1
5 | COCCCNC(=O)Cn1ccc(NC(=O)OCc2ccccc2)nc1=O | -3 | -0.7 | 9 | -4 | -12
6 | O=C(COc1c(F)c(F)cc(F)c1F)NNC(=O)CC1CCS(=O)(=O)C1 (stereo unspecified) | 0 | 1.1 | -5 | -6 | -3
7 | COc1ccc(-c2nnc(SCc3nnc(-c4ccc(Cl)cc4)o3)n2-c2ccccc2)cc1 | -1 | 1.1 | 15 | 0 | -2
8 | CC(=O)c1cccc(NS(=O)(=O)c2csc(C(N)=O)c2)c1 | -1 | -1.6 | 10 | 1 | 12
9 | COc1ccc(CCN2C(=O)CSC2c2ccc(F)cc2)cc1 (stereo unspecified) | -3 | 1.0 | 6 | 3 | 0
10 | CCN(CC(=O)Nc1ccc([N+](=O)[O-])cc1OC)CC(=O)NC(C)(C)C | 1 | -1.4 | 14 | -6 | 15
11 | CCS(=O)(=O)c1ccc(N=Nc2ccc(O)c3ncccc23)c(OC)c1 | -4 | 4.5 | 45 | 35 | 20
12 | Cc1ccc(N2CC(C(=O)Nc3ccc4c(c3)OCCO4)CC2=O)cc1C (stereo unspecified) | -3 | 0.1 | 4 | 0 | -3

cpd | tim23-1 inh | XBP1 UPR activ | EBI2 block | Mdm2-MdmX inh
1 | 7 | 2 | 5 | 1
2 | 44 | -2 | -1 | -5
3 | 15 | 0 | 11 | 52*
4 | 37 | 3 | 11 | 27
5 | -18 | -1 | -3 | 12
6 | -8 | -2 | 9 | 20
7 | 17 | -1 | 74* | 23
8 | 3 | 4 | 4 | -6
9 | 20 | -1 | 7 | 5
10 | 14 | -3 | 0 | 15
11 | 32 | 8 | -1 | 75*
12 | 12 | -13 | 0 | 12

# Shown as labelled records: part of the list above.
6. O=C(COc1c(F)c(F)cc(F)c1F)NNC(=O)CC1CCS(=O)(=O)C1 (stereo unspecified)
  APJ ag = 0; UPR CHOP act = 1.1; CCR6 antag = -5; CXCR6 block = -6; APJ antag = -3; tim23-1 inh = -8; XBP1 UPR activ = -2; EBI2 block = 9; Mdm2-MdmX inh = 20
12. Cc1ccc(N2CC(C(=O)Nc3ccc4c(c3)OCCO4)CC2=O)cc1C (stereo unspecified)
  APJ ag = -3; UPR CHOP act = 0.1; CCR6 antag = 4; CXCR6 block = 0; APJ antag = -3; tim23-1 inh = 12; XBP1 UPR activ = -13; EBI2 block = 0; Mdm2-MdmX inh = 12
1. Cc1nn(CC(O)c2ccccc2)c(C)c1Br (stereo unspecified)
  APJ ag = -1; UPR CHOP act = 1.7; CCR6 antag = 10; CXCR6 block = -1; APJ antag = -8; tim23-1 inh = 7; XBP1 UPR activ = 2; EBI2 block = 5; Mdm2-MdmX inh = 1
11. CCS(=O)(=O)c1ccc(N=Nc2ccc(O)c3ncccc23)c(OC)c1
  APJ ag = -4; UPR CHOP act = 4.5; CCR6 antag = 45; CXCR6 block = 35; APJ antag = 20; tim23-1 inh = 32; XBP1 UPR activ = 8; EBI2 block = -1; Mdm2-MdmX inh = 75*

# Following part
cpd | SMILES | APJ ag | UPR CHOP act | CCR6 antag | CXCR6 block | APJ antag
13 | COc1ccccc1C(=O)Nc1cccc2nc(C)ccc12 | 0 | -1.6 | 4 | -5 | 15
14 | CC(=O)NC1(C(F)(F)F)C(=O)Nc2c1c(=O)[nH]c(=O)n2CCc1ccccc1 (stereo unspecified) | -1 | -0.2 | 11 | 4 | 1
15 | COCCN(C(=O)COC(=O)/C=C/c1cccs1)c1c(N)n(Cc2ccccc2)c(=O)[nH]c1=O | -4 | 1.2 | 5 | 4 | 2
16 | CCOC(=O)C1C(c2ccc3c(c2)OCO3)NC(=O)NC1(O)C(F)(F)F (stereo unspecified) | -2 | -1.4 | 1 | 8 | 8
17 | COC(=O)c1ccc[n+](CC(=O)c2ccc(Br)cc2)c1 | 0 | -1.8 | -6 | 9 | 8
18 | O=C(CSc1ncn[nH]1)NCCOc1ccccc1 | -1 | 0.9 | 15 | -8 | 26
19 | O=C(NCc1ccccn1)C1CCN(Cc2cccc(OCc3ccccc3)c2)CC1 | -4 | -0.2 | 15 | 1 | 14
20 | CCN(CC)S(=O)(=O)c1ccc2nc(SC)sc2c1 | -2 | -0.4 | 0 | 1 | 2
21 | Cc1cccc(NC(=O)c2ccc(S(=O)(=O)N3CCCCC3)cc2)n1 | -2 | -0.7 | -11 | -2 | -58
22 | COc1ccccc1N(CC(=O)Nc1cccc(C(F)(F)F)c1)S(C)(=O)=O | -3 | 0.0 | 12 | 2 | 5
23 | Cc1ccc(S(=O)(=O)N2CCOCC2)cc1NCC(=O)Nc1ccc(OC(F)(F)F)cc1 | 4 | 0.3 | 6 | 0 | 5
24 | CCOC(=O)c1ccc(-n2c(=O)[nH]c3ccccc3c2=O)cc1 | 0 | 1.1 | 4 | 4 | 9

cpd | tim23-1 inh | XBP1 UPR activ | EBI2 block | Mdm2-MdmX inh
13 | 4 | 0 | 0 | -25
14 | 1 | 1 | 2 | 7
15 | -3 | 1 | -5 | 10
16 | -1 | -2 | 5 | 7
17 | 0 | 2 | -8 | 21
18 | -4 | 1 | -7 | -4
19 | 6 | -2 | -1 | 8
20 | 27 | 0 | -3 | 19
21 | 13 | 1 | 11 | 10
22 | 12 | -1 | -3 | -7
23 | -9 | 1 | -6 | 16
24 | 15 | 2 | -14 | 5

# (further entries)
cpd | SMILES | APJ ag | UPR CHOP act | CCR6 antag | CXCR6 block | APJ antag
25 | CN(C)c1ccc(C(=O)OCC#CCSc2nnc(-c3cccc4ccccc34)o2)cc1 | -4 | -1.6 | 1 | 2 | -8
26 | NS(=O)(=O)c1ccc(CCNC(=O)c2ccc(Cn3c(=O)[nH]c4ccccc4c3=O)cc2)cc1 | -2 | 0.1 | -2 | 8 | -9
27 | c1ccc(CCc2nn3c(C4COc5ccccc5O4)nnc3s2)cc1 (stereo unspecified) | -5 | 0.7 | 7 | -7 | 15
28 | Cn1c(=O)oc2cc(S(=O)(=O)CCC(=O)NCCc3ccccc3)ccc21 | -3 | 1.9 | 6 | 1 | 22
29 | O=C(NCCc1ccc(OC(F)F)cc1)C1CC(=O)N(c2ccc3c(c2)OCCO3)C1 (stereo unspecified) | -6 | -0.4 | 9 | -3 | -10
30 | O=S(=O)(c1cccc(-c2csc(N/N=C/c3ccco3)n2)c1)N1CCOCC1 | 4 | 3.5 | -9 | 2 | -20
31 | Cc1ccc(-n2nnnc2CSc2nnc(-c3ccc(O)cc3)o2)cc1 | -3 | 2.1 | -4 | 6 | 1
32 | Cc1nc2ccccc2n1C(C)c1ccccc1 (stereo unspecified) | 4 | -1.0 | -3 | 2 | -7
33 | CCOC(=O)c1c(C)[nH]c(C(=O)OCC(=O)NC2(C#N)CCCCC2)c1C | -4 | 3.9 | 6 | 7 | 24
34 | C=CCOc1ccc(/C=C2\SC(=S)N(CCC(=O)O)C2=O)cc1 | -3 | -8.8 | 28 | 9 | 17
35 | CCN1CCN(c2ccc(S(=O)(=O)N3CCCCC3)cc2N)CC1 | -2 | -0.3 | 10 | -10 | 9
36 | COCCNC(=O)CCc1nc(-c2ccccc2)no1 | -1 | 5.7 | 7 | 8 | -17

cpd | tim23-1 inh | XBP1 UPR activ | EBI2 block | Mdm2-MdmX inh
25 | 32 | 0 | 15 | 23
26 | -31 | -3 | -4 | 5
27 | 11 | 0 | 5 | -3
28 | 6 | -4 | 4 | 23
29 | 1 | -3 | -2 | 5
30 | 34 | 3 | -9 | 43
31 | -62 | 0 | -11 | 5
32 | 5 | 7 | -13 | 8
33 | 1 | -2 | -14 | 21
34 | 5 | -7 | -7 | 42
35 | -11 | -1 | -10 | 14
36 | 1 | -1 | 1 | 2

# Brought forward from above: 2 entries, followed by the next part.
cpd | SMILES | APJ ag | UPR CHOP act | CCR6 antag | CXCR6 block | APJ antag
35 | CCN1CCN(c2ccc(S(=O)(=O)N3CCCCC3)cc2N)CC1 | -2 | -0.3 | 10 | -10 | 9
36 | COCCNC(=O)CCc1nc(-c2ccccc2)no1 | -1 | 5.7 | 7 | 8 | -17
37 | O=C(COc1ccc(Br)cc1CNC1CCCC1)Nc1ccccc1 | -2 | 1.6 | 12 | 0 | 19
38 | C=CCNc1nc(=S)[nH]c2cc(OC)c(OC)cc12 | 0 | -2.1 | 8 | 0 | -11
39 | CC(C)n1nnnc1SCC(=O)NCc1cccs1 | 3 | 0.8 | 2 | 4 | 10
40 | CCCc1ccc(OCc2nc(-c3ccc(NC(=O)c4ccco4)cc3)no2)cc1 | -4 | 5.1 | -5 | -2 | 0
41 | c1ccc(Cn2nnc3ccccc32)cc1 | -2 | 3.6 | 6 | 2 | 4
42 | Cc1cc(/C=C2\SC(=S)N(C)C2=O)c(C)n1-c1ccc(O)cc1 | 3 | -7.5 | 24 | 1 | 5
43 | Cc1nc2c3ccccc3nc(NNC(=O)CCC(=O)NCCN3CCN(c4ccccc4)CC3)n2n1 | -2 | 0.7 | -6 | 3 | 9
44 | CC(C)NC(=O)NC(=O)CSc1nnc(COc2ccccc2F)n1C(C)C1CC2CCC1C2 (stereo unspecified) | 3 | 6.0 | -17 | 2 | 2
45 | O=C1C(Cl)=C(NC2CCCCC2)C(=O)N1c1ccc(Cl)cc1 | -3 | 6.2 | 27 | -1 | 2
46 | CCc1nnc(NC(=O)C2CCCO2)s1 (stereo unspecified) | -1 | -0.3 | 2 | -8 | 19

cpd | tim23-1 inh | XBP1 UPR activ | EBI2 block | Mdm2-MdmX inh
35 | -11 | -1 | -10 | 14
36 | 1 | -1 | 1 | 2
37 | 24 | -1 | 16 | 15
38 | 16 | -2 | -11 | 10
39 | 12 | -3 | 1 | -10
40 | 11 | 6 | 12 | 10
41 | 22 | -5 | -5 | -36
42 | 28 | -5 | 33 | 85*
43 | 2 | 0 | -16 | 6
44 | 36 | 10 | 10 | 32
45 | 9 | 0 | 9 | 2
46 | 22 | 1 | -2 | -20
